ASM inhibitor = human S-ASM enzyme inhibition | P17405 | placental ASM, HMU-PC fluorogenic substrate, 60 min | Potency, µM (series often up to 57.5 µM), without a hit: top-dose activity change, negative = inhibition, usual class: inhibitors | 340,000 tested, 0.006% active; further: potency means the concentration at half of the fitted maximal effect
Target sequence (P17405 47-631 limits assumed): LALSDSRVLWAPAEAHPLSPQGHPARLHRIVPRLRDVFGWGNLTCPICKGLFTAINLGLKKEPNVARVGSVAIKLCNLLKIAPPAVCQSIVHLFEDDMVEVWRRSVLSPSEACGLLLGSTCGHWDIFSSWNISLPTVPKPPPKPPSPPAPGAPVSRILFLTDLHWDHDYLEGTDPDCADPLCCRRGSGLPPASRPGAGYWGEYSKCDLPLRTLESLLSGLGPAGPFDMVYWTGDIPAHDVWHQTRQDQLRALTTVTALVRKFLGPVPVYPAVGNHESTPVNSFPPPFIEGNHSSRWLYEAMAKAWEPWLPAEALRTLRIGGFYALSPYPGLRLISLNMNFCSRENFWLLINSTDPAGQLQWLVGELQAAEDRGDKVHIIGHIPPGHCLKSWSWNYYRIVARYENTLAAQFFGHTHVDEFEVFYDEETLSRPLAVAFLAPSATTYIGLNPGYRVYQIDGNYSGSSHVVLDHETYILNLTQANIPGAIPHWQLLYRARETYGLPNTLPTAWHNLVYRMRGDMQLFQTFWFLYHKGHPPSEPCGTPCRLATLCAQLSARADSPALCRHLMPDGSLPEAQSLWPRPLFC
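Steps: dispense placental human ASM, pin compound, wait 10 min at room temperature, add HMU-PC0 substrate at 9 uM final, incubate 60 min at 37 °C, add stop solution raising pH to 10, read fluorescence.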
Tb PFK inh = inhibitors of T. brucei phosphofructokinase | O15648 | T. brucei PFK, ADP-Glo luminescence | Potency, µM (top dose mostly 57.5 µM), inactives show at the highest dose activity, negative = inhibition, usual class: inhibitors | 330,000 tested, 0.17% active | AID 485367;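 further: potency means the concentration at half of the fitted maximal effect; 0% = uninhibited 1x PFK enzyme wells and -100% = no-enzyme wells; nearly all actives have a fitted effect of over 60% in size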
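Luminescent ADP detection (ADP-Glo, two-step: ATP depletion then ADP-to-ATP conversion for luciferase) reported PFK activity after 45 min room-temperature reaction of 1.25 nM enzyme with 0.5 mM F6P and 0.1 mM ATP at pH 8.0.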
Mito fusion act = mitochondrial division inhibition or fusion activation | S. cerevisiae fusion-defective mutant growth rescue, CellTiterGlo 48 h | Potency, µM (series often up to 46.1 µM), for inactives: at the highest dose growth rescue (activation), most hits filed as activators | 320,000 tested, 0.23% active | AID 485298;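 further: potency means the concentration at half of the fitted maximal effect; % of control where 0% means no effect; nearly all actives have a fitted effect of over 45% in size; temperature-sensitive fusion mutants such as fzo1-1 at 37 °C on non-fermentable ethanol glycerol medium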
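Yeast fusion mutant, YPEG (non-fermentable carbon), compound, 48 h at 37C non-permissive; CellTiterGlo added, 10 min RT, luminescence read. Rescued growth = division inhibition.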
TSG101-PTAP inh = blocks PTAP/TSG101 interaction to inhibit HIV-1 budding; Q99816; Fluorescence polarization, FITC-PTAP peptide / Tsg101 binding; Potency, µM (highest dose often 115 µM), without a hit: top-dose activity change, negative = inhibition, usual class: inhibitors; 340,000 tested, under 10 active; active means well fitted inhibition curve with a large enough effect in the main read-out, with a control signal flat, not every such curve was filed as active; inconclusive means small, poorly fitted or top-dose-only effect, or effect the other way, or a change in a side signal; inactive means no such curve, though single readings can be large or run the other way; further: potency means the concentration at half of the fitted maximal effect; % of control where 0% means no effect
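Tsg101 binding domain (10 uM final) was mixed with compound and a FITC-labeled PTAP peptide (50 nM final) in HEPES pH 7.5 buffer with NaCl, Tween 20, EDTA and TCEP; fluorescence polarization was read after 20 min at r.t.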
ELG1 DNA repair = inhibitors of ELG1-dependent DNA repair in HEK293T cells; HEK293T ELG1-luciferase reporter, luminescence, 16 h; DNA damage induced by 5-fluorouridine; Potency, µM (doses to about 46.1 µM), inactives show at the highest dose activity change, negative = inhibition, actives largely listed as inhibitors; 330,000 tested, 2.3% active; AID 504467; further: potency means the concentration at half of the fitted maximal effect; on the % scale 0 is the no-effect control and ±100 the full control effect; nearly all actives have a fitted effect of over 55% in size
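Overnight (16 hr) co-exposure of 2,000 cells/well to 5-fluorouridine and compound at 37 °C preceded detection. Luciferase was quantified via ONE-Glo luminescence; loss of signal denotes inhibition.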
AT treatment = potential ataxia-telangiectasia treatment. […] A-T fibroblasts, KAP-1 phosphorylation AlphaLISA; neocarzinostatin DNA damage 30 min before lysis. Potency, µM (highest dose often 57.5 µM), without a hit: at the highest dose activation, actives largely listed as activators. 320,000 tested, 0.19% active. AID 485349; further: potency means the concentration at half of the fitted maximal effect; % of control where 0% means no effect; nearly all actives have a fitted effect of over 45% in size
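hTERT-immortalized A-T patient fibroblasts ([…]), 500 cells/well in OPTI-MEM, 1% FBS, got compounds for 60 min, then NCS for 30 min at 37C. Lysates were then assayed for phospho-KAP-1 by AlphaLISA (anti-pKAP1 donor, anti-KAP1 acceptor beads), 6 hr at 25C.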
a7 integrin act = activators of alpha7 integrin expression for muscular dystrophy; alpha7betagal myoblasts, beta-gal FDG fluorescence, 48 h; Potency, µM (series often up to 38.3 µM), for inactives: top-dose activation, most hits filed as activators; 350,000 tested, 0.064% active;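 further: potency means the concentration at half of the fitted maximal effect; 100% = response of the positive control SU9516; nearly all actives have a fitted effect of over 60% in size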
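alpha7betagal+/- myoblasts (passage 13, 250/well) treated 48 h at 37C with compounds at 1:260 dilution of DMSO stock. Lysed, then beta-galactosidase activity read as FDG fluorescence (ex 480/em 540) after 30 min, with pre-read for autofluorescence.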
Chronic BCR inh = blocks chronic active B-cell receptor signaling. ABC-DLBCL IkBa-CBG/CBR reporter, luminescence ratio, 4 h. AID 493014. Potency, µM (series often up to 46.1 µM), without a hit: at the top dose ratio change, negative = lower green/red ratio, usual class: inhibitors. 340,000 tested, 0.05% active; active means well fitted inhibition curve with a large enough effect in the signal ratio, with a control signal flat, not every such curve was filed as active; inconclusive means small, poorly fitted or top-dose-only effect, or effect the other way, or a change in a side signal; the % refers to the signal ratio;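 further: potency means the concentration at half of the fitted maximal effect; plate controls were basal doxycycline-induced cells for no effect and cells given 10 µM MG132 for full effect; MG132 reads +100%, hits lower the ratio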
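Compounds up to 46 uM were incubated four hours with TMD8 cells whose green CBG68 luciferase is fused to IkappaBalpha; red CBR luminescence normalised the signal, and concentration-effect curves were fitted to fusion, red and ratio data.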
TSHR antag = blocks TSH signaling through the human TSH receptor | P16473 | TSHR-expressing cells, TSH-stimulated cAMP HTRF, 2 h; stronger effect = lower value | activity change, negative = inhibition, % at 11.5 µM | 330,000 tested, 0.2% active | AID 504810;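 active means activity change below a set negative limit, meaning inhibition stronger than a set level, cut at about -70% in these data; inconclusive means activity change between two set negative limits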; further: on the % scale 0 is the no-effect control and ±100 the full control effect
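TSHR-expressing cells, 200/well, pre-treated with compound, then stimulated with EC80 TSH (4nM final) for 2 hours at 37 deg C. cAMP measured by competitive HTRF: anti-cAMP cryptate antibody in lysis buffer plus cAMP-d2, read after 30 minutes at room temperature.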
Eya2 inh = blocks the phosphatase activity of human Eya2; Potency, µM (highest dose often 76.9 µM), inactives show at the top dose activity, negative = inhibition, actives largely listed as inhibitors; 330,000 tested, 0.006% active; recombinant Eya2, OMFP fluorescence dephosphorylation (OMFP is methylfluorescein phosphate); AID 488837; further: potency means the concentration at half of the fitted maximal effect; on the % scale 0 is the no-effect control and ±100 the full control effect
Target sequence (O00167 whole entry, looked up): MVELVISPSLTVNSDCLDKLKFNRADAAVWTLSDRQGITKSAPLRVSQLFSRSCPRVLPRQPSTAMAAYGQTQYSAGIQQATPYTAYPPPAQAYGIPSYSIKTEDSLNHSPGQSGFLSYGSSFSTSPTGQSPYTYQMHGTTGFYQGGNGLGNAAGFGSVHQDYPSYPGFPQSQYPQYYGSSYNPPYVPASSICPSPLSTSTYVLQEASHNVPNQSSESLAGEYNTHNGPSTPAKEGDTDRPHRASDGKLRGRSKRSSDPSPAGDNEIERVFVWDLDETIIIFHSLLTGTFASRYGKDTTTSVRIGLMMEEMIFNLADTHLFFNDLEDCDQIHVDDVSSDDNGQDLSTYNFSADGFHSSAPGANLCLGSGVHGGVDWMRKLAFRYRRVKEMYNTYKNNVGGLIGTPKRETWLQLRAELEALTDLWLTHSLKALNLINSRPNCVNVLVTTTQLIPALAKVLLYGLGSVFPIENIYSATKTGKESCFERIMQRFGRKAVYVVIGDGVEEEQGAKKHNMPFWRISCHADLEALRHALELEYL
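Eya2 (0.2 uM) preincubated 10 min at ambient with compound, then OMFP substrate added at 50 uM; 10 min reaction in 50 mM HEPES pH 7.5, 50 mM NaCl, 5 uM MgCl2, 0.05% BSA, 1 mM DTT. Fluorescence read at Ex 485/Em 525 nm.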
TCR act = activators of T cell receptors | primary human leukocytes, anti-CD3, IL-2 HTRF, 48 h | Potency, µM (doses to about 9.22 µM), for inactives: top-dose activation of IL-2 secretion, most hits filed as activators | 330,000 tested, under 10 active | AID 504894; further: % of control where 0% means no effect
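1) Mix primary human leukocytes, a-CD3 beads and compound. 2) Incubate 48 hr. 3) Add HTRF IL-2 reagents (a-IL-2-K, a-IL-2-d2).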
* = called active by the depositor; ? = inconclusive; . = not tested or not shown; [ ] = another dose, or the depositor's remark. Unless noted, the call rests on the fitted dose curve; in most records, active means well fitted curve in the direction sought with a large enough effect; inconclusive means small, poorly fitted or top-dose-only effect, or another doubt; inactive means no such curve, though single readings can be large; an effect the other way counts as inactive or inconclusive. Outcome played no part in choosing rows; 3.2% or so of the library scored in one or more.

SMILES	ASM inhibitor	Tb PFK inh	Mito fusion act	TSG101-PTAP inh	ELG1 DNA repair	AT treatment	a7 integrin act	Chronic BCR inh	TSHR antag	Eya2 inh	TCR act
O=C(NCCc1c[nH]c2ccc(Cl)cc12)c1ccc([N+](=O)[O-])cc1	3%	1%	10%	0%	0%	20%	-15%	9%	2	4%	0%
CCOc1ccc(-n2cnc3sc(C)c(C)c3c2=O)cc1	-2%	-1%	3%	-2%	2%	3%	29%	4%	-6	10%	0%
Cc1sc(NC(=O)C2C3CCC(C3)C2C(=O)O)c(C(N)=O)c1-c1ccc(C(C)(C)C)cc1 (centres undefined)	-16%	-7%	0%	-4%	4%	-3%	-8%	-2%	-8	-8%	-1%[46.1 µM]
COCC(=O)Nc1nnc(COc2ccc(Cl)cc2)s1	0%	-3%	1%	-1%	?	0%	13%	0%	9	-14%	3%[46.1 µM]
CCOc1ccc(CN(C)CC(=O)c2c(N)n(Cc3ccccc3)c(=O)n(CC)c2=O)cc1OC	5%	.	0%	-5%	.	.	11%	.	.	.	5%
ONC(=Nc1ccccc1)c1ccc(Cl)cc1	-1%	1%	-20%	1%	14%	5%	5%	0%	-4	-37%	7%
O=C(C1CCC1)N1CCc2cc(S(=O)(=O)NCCCN3CCCCC3)ccc21	4%	0%	8%	-3%	18%	-1%	?	4%	4	5%	1%
Cc1nc2sc(C(N)=O)c(N)c2c2c1CCCC2	.	0%	-2%	0%	?	8.9µM*	?	?	2	1%	4%
CCOC(=O)N1CCN(Cc2nc3cc(NC(=O)CC)ccc3n2C)CC1	5%	0%	5%	-8%	10%	0%	?	0%	-6	?	4%
C[C@H](NS(=O)(=O)c1ccc2c(c1)OCCCO2)C(=O)N1CCN(Cc2ccc(C#N)cc2)CC1	6%	0%	-2%	-8%	-24%	7%	23%	-2%	-3	-5%	-12%
CC(C)OCC(O)Cn1c(N2CCCC2)nc2c1c(=O)n(C)c(=O)n2C (centres undefined)	1%	0%	1%	-1%	-5%	9%	-29%	-1%	-12	1%	7%
COc1ccc(/C=N/NS(C)(=O)=O)c(OC)c1	4%	-1%	-4%	-3%	1%	2%	3%	4%	7	2%	-4%[46.1 µM]
O=C(CNC(=S)NC(=O)c1cccc([N+](=O)[O-])c1)c1ccccc1	5%	2%	-4%	0%	?	2%	3%	?	13	0%	9%[46.1 µM]
NC(=O)NC(CC(=O)NCCCc1ccccc1)c1ccccc1Cl (centres undefined)	1%	1%	-2%	0%	-21%	14%	-3%	-13%	7	-21%	-3%
FC(F)(F)c1ccc(-n2cn[nH]c2=S)cc1	1%	0%	-3%	0%	11%	5%	0%	?	-12	7%	-3%

The last 3 compounds of the section above lead into the next.
SMILES	ASM inhibitor	Tb PFK inh	Mito fusion act	TSG101-PTAP inh	ELG1 DNA repair	AT treatment	a7 integrin act	Chronic BCR inh	TSHR antag	Eya2 inh	TCR act
O=C(CNC(=S)NC(=O)c1cccc([N+](=O)[O-])c1)c1ccccc1	5%	2%	-4%	0%	?	2%	3%	?	13	0%	9%[46.1 µM]
NC(=O)NC(CC(=O)NCCCc1ccccc1)c1ccccc1Cl (centres undefined)	1%	1%	-2%	0%	-21%	14%	-3%	-13%	7	-21%	-3%
FC(F)(F)c1ccc(-n2cn[nH]c2=S)cc1	1%	0%	-3%	0%	11%	5%	0%	?	-12	7%	-3%
CCCCC(=O)Nc1cccc(-c2csc(-c3ccccc3)n2)c1	-12%	0%	?	1%	-23%	2%	-12%	3%	-12	-2%	-2%[46.1 µM]
COc1ccc(CNC(=O)c2cc(-c3ccccc3OC)on2)cc1	-2%	0%	7%	0%	-4%	3%	-10%[7.66 µM]	?	-10	22%	.
COc1ccc(C(C)=O)cc1COc1ccccc1[N+](=O)[O-]	-3%	2%	-2%	-4%	7%	6%	-21%	?	15	-6%	-2%
O=C(NC(=S)Nc1ccc(CN2CCOCC2)cc1)c1ccc(-c2ccc(Cl)cc2)o1	-17%	-5%	-3%	-3%	?	7%	8%	8%	3	14%	-10%
CN(C(=O)COC(=O)c1ccccc1OCc1ccc(Cl)cc1)c1c(N)n(Cc2ccccc2)c(=O)[nH]c1=O	-5%	2%	-3%	3%	?	5%	-10%	?	-7	-21%	1%
CCNC(=O)N(C)C[C@H]1N[C@@](C)(C(=O)OC)[C@H]2C(=O)N(C)C(=O)[C@@H]12	3%	-2%	.	1%	14%	-11%	13%	?	0	7%	-18%
Cc1cc(NC(=O)c2c(Cl)cccc2Cl)no1	5%	-20%	10%	-6%	2%	31%	23%	?	36	19%	-8%
CCCCn1cc([N+](=O)[O-])nc1C	6%	9%	0%	-6%	3%	2%	?	-2%	-4	-1%	-8%
O=S(=O)(CCN1CCOCC1)c1ccccc1	2%	0%	2%	-3%	-1%	-1%	15%	0%	0	9%	-1%
COC(=O)CC1=C(C(=O)OC)C(c2cccc(OCC(N)=O)c2)C(C#N)=C(N)O1 (centres undefined)	3%	-1%	-4%	-16%	?	-4%	11%	-16%	18	5%	0%
COC(=O)c1c(NC(C)=O)sc(C(=O)Nc2ccccc2C)c1C	0%	0%	-1%	0%	5%	0%	7%	0%	-7	14%	3%
O=C(CNC(=O)c1ccccc1C(F)(F)F)N/N=C/c1cccs1	0%	1%	-9%	-2%	?	-2%	-27%	0%	-5	-7%	11%
CCOc1ccc(NS(=O)(=O)c2ccc(C(=O)NC3CCC(O)CC3)cc2)cc1 (centres undefined)	0%	-1%	-1%	-2%	12%	-5%	-7%	2%	.	-2%	4%
CCCOc1c(Cl)cc(C(=O)Nc2ccc3c(c2)OCO3)cc1OCC	0%	0%	7%	1%	?	-1%	-9%	?	-10	-41%	0%
C/C(=C\c1ccccc1)C(=O)NCCCn1ccnc1	-4%	3%	12%	-4%	-2%	0%	35%	?	-5	1%	6%

Reprinted at random: 2 records from the list
SMILES	ASM inhibitor	Tb PFK inh	Mito fusion act	TSG101-PTAP inh	ELG1 DNA repair	AT treatment	a7 integrin act	Chronic BCR inh	TSHR antag	Eya2 inh	TCR act
CCCCC(=O)Nc1cccc(-c2csc(-c3ccccc3)n2)c1	-12%	0%	?	1%	-23%	2%	-12%	3%	-12	-2%	-2%[46.1 µM]
O=C(CNC(=O)c1ccccc1C(F)(F)F)N/N=C/c1cccs1	0%	1%	-9%	-2%	?	-2%	-27%	0%	-5	-7%	11%

(cont.)
SMILES	ASM inhibitor	Tb PFK inh	Mito fusion act	TSG101-PTAP inh	ELG1 DNA repair	AT treatment	a7 integrin act	Chronic BCR inh	TSHR antag	Eya2 inh	TCR act
Cc1cccc(-c2cc(=O)c(C(=O)O)cn2-c2ccc(F)cc2F)c1	-4%	3%	8%	-12%	7%	-16%	6%	-3%	-5	-4%	8%
CCCCNC(=O)NS(=O)(=O)c1cnccc1Sc1ccc(Cl)cc1	4%	-1%	-2%	-10%	-3%	-3%	-3%	?	22	5%	0%
CC(C)CCN1CC(C(=O)NCCC2=CCCCC2)CC1=O (centres undefined)	6%	0%	-7%	-6%	?	-1%	14%	8%	-12	-5%	-32%
COc1ccc(-c2cccc(C(=O)Nc3cccc(C(=O)O)c3)c2)cc1	2%	-3%	-1%	0%	?	-6%	-6%	?	-16	4%	-3%[46.1 µM]
COc1ccc(/C(C)=N/NC(=O)Cn2nc([N+](=O)[O-])cc2C)cc1	-3%	-9%	1%	-5%	-15%	-8%	6%	12%	1	-2%	-1%
CC(=O)Oc1ccc(-c2cccc(C(=O)N3CCCCC3)c2)cc1	-1%	1%	-3%	1%	?	4%	19%	-2%	41	-3%	-3%
CC(=O)Nc1ccc(OCc2nnc(-c3ccc(Cl)cc3)o2)cc1	-1%	-3%	-1%	2%	?	19%	-19%	?	1	-2%	-20%

High-throughput results deposited in PubChem by National Center for Advancing Translational Sciences (NCATS).
